USP7 block – human USP7 deubiquitinase inhibition | purified USP7, Ub-rhodamine cleavage fluorescence | inhibition, % at 20 µM | 47,000 tested, 0.3% active | AID 1645854
USP10 block – blocks human USP10 ubiquitin-rhodamine cleavage; inhibition, % at 20 µM; Q14694; 47,000 tested, 1.1% active; purified USP10, Ub-rhodamine fluorescence, 60 min; AID 1645856
USP17 inh – inhibitors of human USP17 deubiquitinase; A8MUK1; purified USP17, Ub-rhodamine cleavage fluorescence, 3 h; inhibition, % at 50 µM; 47,000 tested, 6.5% active; AID 1645855
UCHL1 inh – blocks human UCHL1 ubiquitin-rhodamine cleavage | P09936 | purified UCHL1, Ub-rhodamine cleavage fluorescence | inhibition, % at 20 µM | 47,000 tested, 0.2% active | AID 1645859
USP8 inh – inhibitors of human USP8 deubiquitinase; inhibition, % at 20 µM; P40818; 47,000 tested, 4.2% active; purified USP8, Ub-rhodamine cleavage fluorescence, 30 min; AID 1645853
OTUD3 inh – blocks human OTUD3 ubiquitin-rhodamine cleavage; purified OTUD3, Ub-rhodamine fluorescence, 2 h; 47,000 tested, 0.7% active; inhibition, % at 25 µM; Q5T2D3
USP28 inh – inhibitors of human USP28 deubiquitinase; purified USP28, Ub-rhodamine cleavage fluorescence, 30 min; inhibition, % at 25 µM; 47,000 tested, 3% active; Q96RU2
Target sequence (Q96RU2 whole entry, looked up): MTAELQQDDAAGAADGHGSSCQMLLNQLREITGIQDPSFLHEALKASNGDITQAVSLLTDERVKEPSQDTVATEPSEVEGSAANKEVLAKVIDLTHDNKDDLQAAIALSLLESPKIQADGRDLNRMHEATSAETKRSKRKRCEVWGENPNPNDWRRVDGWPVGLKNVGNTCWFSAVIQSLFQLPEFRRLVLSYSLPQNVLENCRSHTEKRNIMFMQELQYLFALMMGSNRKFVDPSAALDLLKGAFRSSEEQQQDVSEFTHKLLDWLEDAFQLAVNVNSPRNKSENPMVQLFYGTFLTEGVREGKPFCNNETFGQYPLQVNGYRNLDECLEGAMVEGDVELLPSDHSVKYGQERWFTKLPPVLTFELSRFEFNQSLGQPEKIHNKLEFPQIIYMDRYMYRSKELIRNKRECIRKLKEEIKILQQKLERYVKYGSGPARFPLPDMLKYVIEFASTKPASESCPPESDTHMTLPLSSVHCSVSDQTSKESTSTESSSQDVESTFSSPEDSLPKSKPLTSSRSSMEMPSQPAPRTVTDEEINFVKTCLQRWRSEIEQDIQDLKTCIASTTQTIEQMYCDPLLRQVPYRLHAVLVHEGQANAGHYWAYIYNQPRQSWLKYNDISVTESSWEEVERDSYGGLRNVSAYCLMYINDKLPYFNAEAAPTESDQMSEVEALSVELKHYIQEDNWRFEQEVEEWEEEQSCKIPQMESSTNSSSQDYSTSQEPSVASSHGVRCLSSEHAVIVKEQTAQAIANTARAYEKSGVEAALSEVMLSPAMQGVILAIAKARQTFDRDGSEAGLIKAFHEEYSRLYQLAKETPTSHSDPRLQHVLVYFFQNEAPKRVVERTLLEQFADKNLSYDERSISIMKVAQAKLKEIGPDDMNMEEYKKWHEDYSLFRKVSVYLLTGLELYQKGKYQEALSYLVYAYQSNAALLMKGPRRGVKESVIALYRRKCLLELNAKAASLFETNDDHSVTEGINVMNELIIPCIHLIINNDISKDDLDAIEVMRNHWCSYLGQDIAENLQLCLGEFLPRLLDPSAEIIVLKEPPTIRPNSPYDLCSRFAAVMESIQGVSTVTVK
USP30 block – human USP30 deubiquitinase inhibition; purified USP30, Ub-rhodamine cleavage fluorescence; inhibition, % at 25 µM; Q70CQ3; 47,000 tested, 5.3% active
* marks the source's active call; other numbers are inactive results; i = inactive. Cut-off read from the data, not from the text of the source: active = inhibition above about 30%; inactive = the rest.

1. CCCNc1nc(Nc2ccc(OC)cc2)c2cnn(C)c2n1
2. Cc1ccccc1CN1CN(C2CCN(C(=O)c3ccco3)CC2)CC1=O
3. CNC(=O)C1CN(C(=O)Cc2c(F)cccc2Cl)CC12CCCC2 (stereo unspecified)
4. N#Cc1cccc(NC(=O)c2ccc3c(=O)n4c(nc3c2)CCCCC4)c1
5. COc1ccc(-c2nnc3ccc(SCC(=O)N4CCCc5ccccc54)nn23)cc1
6. Cc1ccc(S(=O)(=O)Nc2ccc(C)n(CC(=O)N(C)C)c2=O)cc1
7. CC1(c2ccc(F)cc2)NC(=O)N(CC(=O)NCc2ccccc2)C1=O (stereo unspecified)
8. O=C(CNC1CCCc2ccccc21)Nc1cc(Cl)ccc1Oc1ccccc1 (stereo unspecified)
9. CC(C)CCCCCCCCCCCC(=O)O
10. OCCN1CCN(C(c2ccc(F)cc2)c2sc3ncnn3c2O)CC1 (stereo unspecified)
compound no.	1	2	3	4	5	6	7	8	9	10
USP28 inh	-7	-12	0	23	2	10	-8	8	14	-1
USP17 inh	-15	10	4	36*	-6	9	-3	9	43*	2
USP30 block	-30	-53	12	29	-6	15	-8	19	47*	-4
OTUD3 inh	-15	-13	6	6	-4	10	-7	7	6	-5
UCHL1 inh	-1	-6	-3	3	-3	1	-3	2	4	-2
USP7 block	-4	1	-25	-99	-1	2	-18	4	-18	0
USP8 inh	0	7	-10	25	-7	7	4	15	8	8
USP10 block	-3	-12	1	3	0	-1	0	2	30*	1

A different layout for part of the listing above:
| entry | USP28 inh | USP17 inh | USP30 block | OTUD3 inh | UCHL1 inh | USP7 block | USP8 inh | USP10 block | Compound |
| --- | --- | --- | --- | --- | --- | --- | --- | --- | --- |
| 9 | 14 | 43* | 47* | 6 | 4 | -18 | 8 | 30* | CC(C)CCCCCCCCCCCC(=O)O |
| 10 | -1 | 2 | -4 | -5 | -2 | 0 | 8 | 1 | OCCN1CCN(C(c2ccc(F)cc2)c2sc3ncnn3c2O)CC1 (stereo unspecified) |

Other compounds.
11. CN1CCN(c2ccc(CNC(=O)C3=Cc4ccccc4OC3)cc2)CC1
12. O=C(c1ccc2nc[nH]c2c1)N1CCCC(O)(CN2CCC(F)(F)CC2)CC1 (stereo unspecified)
13. COc1ccc(C2CCN(C(=O)c3cccnc3)CC2)cc1
14. Cc1ccccc1N1C(=O)N(c2ccccc2)C2CS(=O)(=O)CC21 (stereo unspecified)
15. COc1cccc(-c2cccc(C3CCCN(C(=O)c4ccn[nH]4)C3)n2)c1 (stereo unspecified)
16. O=C(Cn1nnc2ccccc21)N1CCCCC1c1ccn[nH]1 (stereo unspecified)
17. CCc1nc(-c2ccc(-n3cc(C(=O)NCc4nc5ccc(C)cc5[nH]4)c(C)n3)cc2)no1
18. CN(C)CCN1C(=O)C(O)=C(C(=O)c2cc3ccccc3o2)C1c1ccccn1 (stereo unspecified)
19. COc1ccccc1OCC(=O)NCc1cc(-c2ccc(F)cc2F)on1
20. CC(=O)N1C(=O)C2(Nc3ccccc3N2)c2cc(F)ccc21
compound no.	11	12	13	14	15	16	17	18	19	20
USP28 inh	8	11	-2	11	10	-3	4	-2	4	5
USP17 inh	1	11	-10	8	2	0	24	7	16	4
USP30 block	8	22	-3	-17	9	-4	9	-1	10	-14
OTUD3 inh	4	4	-4	7	2	0	-11	2	8	5
UCHL1 inh	4	-1	-1	0	3	-2	-1	-4	1	1
USP7 block	3	1	-3	4	-6	-6	0	-3	1	1
USP8 inh	0	23	10	12	18	5	-26	14	-3	13
USP10 block	-1	-2	1	-2	3	-1	-6	-1	0	1

21. Cc1ccc(S(=O)(=O)NC(=O)C(C)Oc2cccc(C)c2)cc1 (stereo unspecified)
22. Cc1oc(C2CCC2)nc1C(=O)NCCc1nc2ccccc2n1C
23. CN1CCN(c2nc3cccnc3n(CCNc3ncc(C(F)(F)F)cc3Cl)c2=O)CC1
24. COC(=O)c1cc2c(ccn2C)n1CC(=O)N1CCCC1
25. CCN1CCCn2cc(S(=O)(=O)Nc3cccc(C)c3)cc2C1=O
26. COc1cc(NC(=O)CCc2nnc3ccc(N4CCCC4)nn23)cc(OC)c1
27. CC(C)=CCC/C(C)=C/Cc1c(O)cc2c(c1O)C(=O)OC2
28. Cc1ccc(NC(=O)Cn2cccc2-c2nnc(C3CC3)o2)c(C)c1
29. FC(F)(F)c1cccc(-c2nc(-c3ccccn3)no2)c1
30. CC(C)C[C@H](NC(=O)[C@@H](O)[C@H](N)Cc1ccccc1)C(=O)O
compound no.	21	22	23	24	25	26	27	28	29	30
USP28 inh	0	10	-17	-250	-14	-7	74*	-13	6	-20
USP17 inh	-3	5	-6	-166	-19	-2	63*	1	3	-9
USP30 block	3	13	-21	i	-7	5	14	34*	10	3
OTUD3 inh	-3	7	-7	-180	1	-4	79*	3	0	-5
UCHL1 inh	1	4	-2	-75	-2	-2	83*	-2	0	-1
USP7 block	0	-6	-2	-83	0	0	88*	-1	-3	2
USP8 inh	3	9	-8	-19	-16	-1	57*	0	0	1
USP10 block	3	-1	-6	-4	2	-2	64*	0	-3	-2

31. O=C(O)CNC(=O)c1ccc(NC(=O)/C(=C/c2ccccc2)NC(=O)c2ccccc2)cc1
32. CN1Cc2c(C(=O)Nc3cccc(F)c3)ncn2-c2ccccc2S1(=O)=O
33. Cc1nc(N2CCCC2)ncc1-c1cc(=O)[nH]c(N2CCN(Cc3ccccc3)CC2)n1
34. COc1cccc(NS(=O)(=O)c2ccc3[nH]cc(C(=O)NCc4cccnc4)c(=O)c3c2)c1
35. CC(=O)N[C@]1(C)C[C@@H](Cc2ccccc2)O[C@H]2[C@H](O)C(C)=CC[C@H]21
36. COc1ccc(-c2ccnc(-c3ccc(OCc4cccc(F)c4)cc3)n2)cc1
37. COc1cc(NC(=O)C(C)n2c(=O)cc(-c3ccccc3)c3c(C)nn(C)c32)cc(OC)c1 (stereo unspecified)
38. O=C(CCS(=O)(=O)c1ccc2c(c1)OCC(=O)N2)Nc1ccc(Cl)cc1
39. O=C(C1CCN(c2nc3ccc(Cl)cc3[nH]2)CC1)N1CCN(c2ccccn2)CC1
40. Cn1nc(C(=O)Nc2ccccc2N2CCCC2)c(=O)c2ccccc21
compound no.	31	32	33	34	35	36	37	38	39	40
USP28 inh	15	-2	11	11	-11	12	-3	-5	-6	1
USP17 inh	12	1	6	-41	-42	56*	3	-6	-21	4
USP30 block	9	4	14	-47	-4	41*	-3	-1	-6	-10
OTUD3 inh	8	-4	14	6	-5	22	-2	-8	-5	0
UCHL1 inh	2	4	1	3	0	6	3	-3	-2	0
USP7 block	0	8	4	-1	0	8	5	-1	-8	4
USP8 inh	1	-11	15	-94	-266	19	-10	9	-14	2
USP10 block	1	4	2	4	0	0	0	2	1	-2

41. Nc1nc(N2CCCC2)ncc1C(=O)NCc1ccccc1F
42. Cc1nn(C)c2c1[C@@H](c1ccc(F)cc1)[C@H](NC(=O)c1ccccc1)C(=O)N2
43. O=C(Nc1nnc2n1CCCS2)C1CCCCC1
44. CCOC(=O)c1nc(Nc2ccc(OC)c(Cl)c2)c2ccccc2n1
45. COc1cc(NC(=O)CNCC2CCCO2)c(C)cc1[N+](=O)[O-] (stereo unspecified)
46. O=S(=O)(c1ccccc1)c1cnc2cc3c(cc2c1N1CCC2(CC1)OCCO2)OCCO3
47. Cc1cc(-c2cncnc2C2CCN(C(=O)C3CC3)CC2)on1
48. CC(=O)N1C[C@H]2C[C@H]3[C@](C1)(CN(Cc1ccncc1)S3(=O)=O)O2
49. Cc1nnc2cc(N3CCN(S(=O)(=O)c4ccccc4F)CC3)cnn12
50. Cc1ccc(CN(C(=O)C2CCCCC2)c2nc3nc(C)c(C)c(=O)n3[nH]2)cc1
compound no.	41	42	43	44	45	46	47	48	49	50
USP28 inh	6	80*	-5	17	1	-8	-12	-10	15	-3
USP17 inh	5	8	0	74*	-2	-3	6	-5	19	-13
USP30 block	-27	13	-3	49*	19	2	-4	-11	24	4
OTUD3 inh	-24	13	-9	11	27	-9	-4	-3	13	2
UCHL1 inh	1	0	-2	1	2	6	-5	-5	3	0
USP7 block	0	-1	0	5	-7	0	-2	0	6	0
USP8 inh	2	1	-17	-2	-52	-3	26	-12	-5	-120
USP10 block	3	0	0	-3	5	2	1	0	4	1

51. O=C(c1ccccc1)N1CCCC1c1cccc(Cc2ccccc2)n1 (stereo unspecified)
52. COc1ccccc1C1CN2C(=O)N(c3ccccc3C)C(=O)[C@]2(C)c2[nH]c3ccccc3c21 (stereo partly specified)
53. Cc1nccn1-c1ccc(CNC(=O)c2ccc3c(c2)OCO3)cc1
54. O=C(NCc1ccc(Cl)cc1)NCc1cnn2ccccc12
55. COc1ccc2c(c1OC)CN(C)CCc1cc3c(cc1C(=O)C2)OCO3
56. Cc1ccc(NS(=O)(=O)c2ccc3nncn3c2)cc1
57. O=C(NC1CCCCC1)c1ccc(SCCN2CCCCC2)nc1
58. CCN(Cc1ccccc1)C(=O)C1CCN(Cc2ccc(OC)c(OC)c2OC)CC1
59. CN1C(=O)OC[C@@H]2CCN(C(=O)CCc3c[nH]c4ccccc34)C[C@H]21
60. CC1CCN(S(=O)(=O)c2cn(CC(=O)Nc3ccc4c(c3)OCO4)cn2)CC1
compound no.	51	52	53	54	55	56	57	58	59	60
USP28 inh	8	10	6	12	0	5	-5	-1	10	5
USP17 inh	4	5	15	29	11	21	-10	0	7	3
USP30 block	18	22	20	39*	0	21	-18	12	21	22
OTUD3 inh	5	1	4	-7	6	11	-6	-1	0	10
UCHL1 inh	3	5	-1	0	0	1	-4	5	1	1
USP7 block	2	6	0	-62	1	3	-2	8	4	1
USP8 inh	0	21	5	4	0	13	-4	0	2	10
USP10 block	2	5	-3	-2	0	2	-1	4	-1	2

61. CCc1noc(-c2c(C)cc(C)n2CC(=O)Nc2ccc(C)cc2C)n1
62. Cc1cccc2c(=O)[nH]c(CN3CCCC3c3ccc4c(c3)OCCCO4)nc12 (stereo unspecified)
63. CCN1CCC2(Cc3ccccc3CN(C(=O)Cc3ccc(O)cc3)C2)C1 (stereo unspecified)
64. Cc1cc(N2C(=O)OCC2Cc2ccccc2)nc(C2CCNCC2)n1 (stereo unspecified)
65. CCOC(=O)Cn1c(=O)n(C2CCCCC2)c(=O)c2ccccc21
66. CN1[C@@H](CCC(=O)N2CCOCC2)CNC(=O)[C@@H]2[C@H]1CCN2Cc1ccc(F)cc1
compound no.	61	62	63	64	65	66
USP28 inh	-16	-4	-6	-1	8	18
USP17 inh	-8	26	-17	-20	6	-72
USP30 block	-66	-43	-11	3	-30	1
OTUD3 inh	-9	-6	-8	3	10	7
UCHL1 inh	-6	1	1	-2	5	10
USP7 block	-9	0	5	-2	-138	-24
USP8 inh	-17	5	-69	-98	6	43*
USP10 block	-2	-8	-1	5	0	0

An excerpt from above in order of length of the SMILES, descending.
34. COc1cccc(NS(=O)(=O)c2ccc3[nH]cc(C(=O)NCc4cccnc4)c(=O)c3c2)c1
33. Cc1nc(N2CCCC2)ncc1-c1cc(=O)[nH]c(N2CCN(Cc3ccccc3)CC2)n1
39. O=C(C1CCN(c2nc3ccc(Cl)cc3[nH]2)CC1)N1CCN(c2ccccn2)CC1
23. CN1CCN(c2nc3cccnc3n(CCNc3ncc(C(F)(F)F)cc3Cl)c2=O)CC1
60. CC1CCN(S(=O)(=O)c2cn(CC(=O)Nc3ccc4c(c3)OCO4)cn2)CC1
12. O=C(c1ccc2nc[nH]c2c1)N1CCCC(O)(CN2CCC(F)(F)CC2)CC1 (stereo unspecified)
62. Cc1cccc2c(=O)[nH]c(CN3CCCC3c3ccc4c(c3)OCCCO4)nc12 (stereo unspecified)
55. COc1ccc2c(c1OC)CN(C)CCc1cc3c(cc1C(=O)C2)OCO3
14. Cc1ccccc1N1C(=O)N(c2ccccc2)C2CS(=O)(=O)CC21 (stereo unspecified)
3. CNC(=O)C1CN(C(=O)Cc2c(F)cccc2Cl)CC12CCCC2 (stereo unspecified)
20. CC(=O)N1C(=O)C2(Nc3ccccc3N2)c2cc(F)ccc21
22. Cc1oc(C2CCC2)nc1C(=O)NCCc1nc2ccccc2n1C
compound no.	34	33	39	23	60	12	62	55	14	3	20	22
USP28 inh	11	11	-6	-17	5	11	-4	0	11	0	5	10
USP17 inh	-41	6	-21	-6	3	11	26	11	8	4	4	5
USP30 block	-47	14	-6	-21	22	22	-43	0	-17	12	-14	13
OTUD3 inh	6	14	-5	-7	10	4	-6	6	7	6	5	7
UCHL1 inh	3	1	-2	-2	1	-1	1	0	0	-3	1	4
USP7 block	-1	4	-8	-2	1	1	0	1	4	-25	1	-6
USP8 inh	-94	15	-14	-8	10	23	5	0	12	-10	13	9
USP10 block	4	2	1	-6	2	-2	-8	0	-2	1	1	-1

16. O=C(Cn1nnc2ccccc21)N1CCCCC1c1ccn[nH]1 (stereo unspecified)
57. O=C(NC1CCCCC1)c1ccc(SCCN2CCCCC2)nc1
compound no.	16	57
USP28 inh	-3	-5
USP17 inh	0	-10
USP30 block	-4	-18
OTUD3 inh	0	-6
UCHL1 inh	-2	-4
USP7 block	-6	-2
USP8 inh	5	-4
USP10 block	-1	-1

Assay outcomes: PubChem BioAssay, Dana-Farber Cancer Institute and Novartis Institutes for BioMedical Research (Cambridge, Mass)
